# mcGAS RapidFire: inhibitors of Mus musculus cyclic GMP-AMP synthase, initial high-throughput assay, cell-free, RapidFire MS. Q8C6L5. recombinant mouse cGAS, cGAMP by RapidFire MS. inhibition, % at 12.5 µM. 130,000 tested, 0.18% active. AID 1259397, 2018;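 active means inhibition of cGAS enzyme activity at or above 60%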;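 further: enzyme stimulated by 45 bp dsDNA with ATP and GTP substrates; cGAMP share of summed cGAMP plus half ATP and half GTP signals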
# Target sequence (Q8C6L5 whole entry, looked up): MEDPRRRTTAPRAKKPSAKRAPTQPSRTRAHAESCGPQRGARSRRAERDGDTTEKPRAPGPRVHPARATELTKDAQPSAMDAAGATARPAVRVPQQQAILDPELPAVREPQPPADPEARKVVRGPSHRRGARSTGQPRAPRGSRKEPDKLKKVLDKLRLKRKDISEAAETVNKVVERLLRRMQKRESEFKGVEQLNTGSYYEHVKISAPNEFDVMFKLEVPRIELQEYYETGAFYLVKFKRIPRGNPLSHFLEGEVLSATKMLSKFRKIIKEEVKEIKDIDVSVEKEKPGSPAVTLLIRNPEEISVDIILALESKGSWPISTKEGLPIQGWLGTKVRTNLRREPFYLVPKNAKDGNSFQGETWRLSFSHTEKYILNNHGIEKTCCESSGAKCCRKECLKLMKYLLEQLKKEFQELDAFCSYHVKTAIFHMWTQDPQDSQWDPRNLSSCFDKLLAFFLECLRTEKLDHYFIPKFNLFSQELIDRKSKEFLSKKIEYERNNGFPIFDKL
# Starred values were filed as active, the others as inactive; & = joins results of further samples. This is a subset (hit frequency here may not be typical).
mcGAS RapidFire | molecule
-59.4 | CCC1(c2ccc(Cl)c(Cl)c2)NC(=S)N(c2ccc(C)c(C)c2)N1 (configuration not stated)
-5.9 | Fc1ccc(CN2CCCn3cccc3C2c2ccccc2Cl)cc1Cl (configuration not stated)
3.6 | O=C(CC1NC(=O)N(c2ccc(F)cc2)C1=O)NCCc1cccc(Cl)c1 (configuration not stated)
-15.1 | CC1COCCN1C(=O)NCc1ccc(N(C)c2ccccc2)c(F)c1 (configuration not stated)
-0.6 | CCOC(=O)CC1C(=O)NCCN1C(=O)Nc1cc(OC)ccc1OC (configuration not stated)
-7.9 | COc1ccc(OC)c(-c2ccc(=O)n(CCNC(=O)Nc3ccc(Cl)cc3)n2)c1
-5.4 | Cc1nc2ncnn2c(C)c1CCC(=O)NC1(C)CCS(=O)(=O)C1 (configuration not stated)
-12.6 | Cc1cc(CN(Cc2ccncc2)Cc2ccc(F)cc2)n(C)n1
-3.0 | CCN1CCC(N2CCC(C(=O)Nc3ccc(Oc4ccccc4F)cc3)CC2)CC1
1.7 | CC(C)(C)c1ccc(C(=O)N2CCCC2(C)C(=O)O)cc1 (configuration not stated)
-8.3 | CC(CCc1ccccc1)NC(=O)CC1CSc2nc3c(c(=O)n21)CCCC3 (configuration not stated)
-1.9 | Cn1cc(OCc2ccccc2)c(=O)cc1C(=O)Nc1ccc(Cl)cc1
-11.3 | CC(C)=CCN1CCN(Cc2ccc(C)s2)CC1CCO (configuration not stated)
1.1 | COC(=O)c1sc(NC(=O)c2c(-c3ccccc3)noc2C)c(C(=O)OC)c1C
-6.9 | COc1ccc(N2C(=O)CN(CCCc3ccccc3)C3CS(=O)(=O)CC32)cc1Cl (configuration not stated)

# Reprinted from the part before: 2 compounds, then new ones.
mcGAS RapidFire | molecule
1.1 | COC(=O)c1sc(NC(=O)c2c(-c3ccccc3)noc2C)c(C(=O)OC)c1C
-6.9 | COc1ccc(N2C(=O)CN(CCCc3ccccc3)C3CS(=O)(=O)CC32)cc1Cl (configuration not stated)
-9.6 | Cc1c(C(=O)N2CCN(S(C)(=O)=O)CC2)nnn1-c1nc2c(s1)CCCC2
-0.1 | CCCCOC(=O)c1ccc2c3c(onc13)-c1ccccc1C2=O
-8.8 | Cn1c(=O)c2c(ncn2CCCC(=O)OC2CCCCC2)n(C)c1=O
3.6 | Cc1ccc(N=Nc2c(O)[nH]c3ccc(Br)cc23)cc1C
-5.4 | O=C1NC(CCc2ccccc2)c2nc(-c3ccc(Cl)cc3)ncc21 (configuration not stated)
-4.5&1.4 | COc1ccc(C(=O)N2CC=C(c3ccccc3)CC2)cc1OC1CCN(C(C)=O)CC1
-5.8 | CCOc1ccccc1CN1CCN(Cc2ccc(C#CCCO)cc2)CC1CCO (configuration not stated)
-10.6 | CN(CCC(=O)N1CCOCC1)Cc1cccc(C#N)c1
-20.2 | O=C(c1ncoc1C1CC1)N1CCOC(c2ccc(Cl)c(Cl)c2)C1 (configuration not stated)
-0.7 | COc1cc2c(cc1OC)CN(C1Sc3ccccc3NC1=O)CC2 (configuration not stated)
-8.8 | COc1ccc(C(C)C)cc1S(=O)(=O)n1cc(C)nc1-c1ccccc1
-9.3 | CC(C)C(CNC(=O)c1cn[nH]c1C(F)(F)F)c1ccccc1 (configuration not stated)
7.6 | O=C(CC1=CCNCC1)N1CCC(c2cc(-c3ccccc3Cl)n[nH]2)CC1
-8.2 | O=C(COC1CCCC1)OCc1sc2ccccc2c1Cl
-10.4 | O=C(NCCn1nc(-c2cccnc2)ccc1=O)NCc1ccccc1

# Some of these compounds in order of molecular weight, rising:
mcGAS RapidFire | molecule
-10.4 | O=C(NCCn1nc(-c2cccnc2)ccc1=O)NCc1ccccc1
-20.2 | O=C(c1ncoc1C1CC1)N1CCOC(c2ccc(Cl)c(Cl)c2)C1 (configuration not stated)
7.6 | O=C(CC1=CCNCC1)N1CCC(c2cc(-c3ccccc3Cl)n[nH]2)CC1
-4.5&1.4 | COc1ccc(C(=O)N2CC=C(c3ccccc3)CC2)cc1OC1CCN(C(C)=O)CC1

# Going on with the list.
mcGAS RapidFire | molecule
-1.1 | CC1(C)C2CCC1(C)C(NS(=O)(=O)Cc1ccccc1)C2 (configuration not stated)
-0.6 | CN(C)CC1CCCN1c1nccc(-n2cccn2)n1 (configuration not stated)
8.3 | CC(C)C(=O)Nc1ccc(SCC(=O)c2ccccc2)nn1
-10.6 | COc1ccc(-c2cc3ccc(OS(=O)(=O)c4ccccc4)cc3oc2=O)cc1
1.7&3.9 | COc1ccccc1N(C)CC(=O)NC12CC3CC(CC(C3)C1)C2
-14.3 | COc1cc(CN(C)S(=O)(=O)c2ccccc2OC)ccc1SC
-36.8 | COC(C)(C)c1noc(CC2CCCN(C(=O)NCC(C)C)C2)n1 (configuration not stated)
-14.8 | C=CCn1c(=O)c2c(nc3n(-c4ccccc4O)c(C)cn23)n(C)c1=O
10.4 | Cc1cccc(-c2nnc(SCC3CNC(=O)O3)n2C)c1 (configuration not stated)
-0.4 | Cn1c(=NC(=O)C2CCCN(c3cnccn3)C2)sc2ccccc21 (configuration not stated)
-1.5 | COCC(=O)N1CCN(c2ncnc3c2nnn3C)CC1
-33.4 | CC(NC(=O)c1ccc(Br)cc1)C(=O)N(C)Cc1ccsc1 (configuration not stated)
6.8 | CS(=O)(=O)c1ccc(C(NC(=O)CC(c2ccccc2)c2ccccc2)c2ccc3c(c2)CCO3)cc1 (configuration not stated)
-6.2 | O=C1CN(c2ncnc3nc[nH]c23)CCN1Cc1cccc(F)c1
-22.7 | Cc1c(C(=O)NC[C@H]2C[C@H]3C=C[C@H]2C32CC2)cnn1-c1ccccn1
51.9 | CN1CCC(=NNC(=O)Cc2cn3ccsc3n2)CC1
-11.4 | CC(=O)Nc1ccc(C(=O)NCC(c2cccs2)N2CCC(C)CC2)cc1 (configuration not stated)
-0.2 | CC(C1CC1)N(Cc1ccccc1)C(=O)Nc1nc2ccsc2s1 (configuration not stated)
23.9&37.4 | COc1ccc(OC)c(-c2csc(=Nc3cccnc3)n2C2CCCC2)c1
-4.5 | COC(=O)c1ccc(C(C)Sc2nc(C3CC3)nc(C)c2C#N)o1 (configuration not stated)
5.5 | CC(NC(=O)c1cc2ccccc2cc1NC(=O)C1CC1)c1cccc(F)c1 (configuration not stated)
-15.5&-1.2 | Cc1onc(-c2ccccc2)c1-c1ccc(S(N)(=O)=O)cc1
-6.5 | Cn1nnnc1-c1cccc(NC(=O)C(C)(C)C#N)c1
-7.7 | CC(C)(C)n1nc2c(c1NC(=O)C1(c3ccc(Cl)cc3)CCCC1)CS(=O)C2 (configuration not stated)
-2.7 | CCOC(=O)c1c(C)n(-c2ccccc2)c2ccc(OC(=O)c3ccc(S(=O)(=O)N(C)C)cc3)cc12
-2.0 | CNS(=O)(=O)CCNc1nc(C)nc2c1CCN(C)CC2
0.2 | CCOc1ccccc1NC(=O)c1cc(S(=O)(=O)NCCc2ccc(Cl)cc2)ccc1F
-0.1 | CN(C)c1ccc(NC(=O)CCN2C(=O)c3ccccc3C2=O)cc1
-15.0 | Cc1cc(C(=O)N(C)CCc2ccncc2)nn1-c1ccccc1
-4.0 | CCOc1ccc(OCC)c(NC(=O)CSc2nccnc2N2CCSCC2)c1
-8.9 | CCC1CCC2(CC1)NC(=O)N(CC(=O)c1ccc(C)c(C)c1)C2=O (configuration not stated)
-12.0 | CCN(Cc1noc(CC(C)C)n1)Cc1cccc(F)c1O
-10.8 | COC(=O)c1ccc2c(=O)[nH]c(CCS(=O)(=O)c3ccc(C)cc3)nc2c1
-7.0 | COc1cc(F)c(C2CC(=O)Nc3cc(N4CCNC4=O)ccc32)cc1OC (configuration not stated)
-10.4 | O=C(CCCn1cnnn1)NCc1cccnc1N1CCCCCCC1
-6.9 | COc1cc(C)c(COC(=O)c2cc(C)oc2C)cc1OC
-9.9 | O=C1OCCN1CCSCc1ccccc1
-1.1 | O=C(c1ccc2oc(Cc3ccccc3)nc2c1)N1CCN(C2CCCC2)C(=O)C1
-0.8 | Cc1cc(C(=O)CCC(=O)N2CCCC(c3nnc4n3CCC4)C2)c(C)s1 (configuration not stated)
-57.6 | CCN1CCN(C(=O)C(C)N2CCCC(c3nc(C)no3)C2)CC1 (configuration not stated)
-2.8 | Cc1c(C(=O)OCC(=O)NC(N)=O)sc2ccccc12
-5.9 | COC(=O)C(CCSC)NC(=O)c1csc2nc(-c3ccccc3)cn12 (configuration not stated)
16.1 | Cc1cc(C(=O)Nc2sc3c(c2C#N)CCC3)no1
-7.1 | COc1ccc(S(=O)(=O)CCC(=O)N(Cc2ccccc2)c2nc3ccccc3s2)cc1
4.2 | COc1ccc(C(=O)OCC(=O)Nc2c(C)cccc2C)c(OC)c1OC
-21.2 | Cc1cccnc1C(=O)N(Cc1ccccc1Cl)C(C)C
-26.2 | COc1cccc(-c2nnc(SCC(=O)O)n2-c2cc(C)nn2C)c1
8.1 | O=C1Nn2c(nc3ccccc3c2=O)C2CCCCC12 (configuration not stated)
7.9 | CC(C)CNc1ccc2c(n1)C(=O)N([C@H](C)C(=O)N[C@@H](C)c1ccccc1)C2
-1.5 | CC(C)(CNc1nncc(-c2ccccc2)n1)N1CCOCC1
-13.6 | CC(C)SCC(=O)NC(C)c1cnn(C)c1 (configuration not stated)
-0.5 | O=[N+]([O-])c1cc(F)ccc1S(=O)(=O)Nc1ccccc1N1CCOCC1
-2.1 | Cn1c(CCCO)nc2ccccc21
-7.7 | CC(CO)NCCC(=O)Nc1ccc(N(C)C)cc1 (configuration not stated)
7.7 | Cn1cc(Br)cc1C(=O)NNS(=O)(=O)c1cccc(F)c1
-3.6 | Cc1cc(C(=O)NCC2CCCN(CCCn3cccn3)C2)no1 (configuration not stated)
30.1 | Cc1ccc(-c2csc3nc[nH]c(=S)c23)cc1
-7.8 | COc1ccc(C(=O)OCC(=O)C(C)(C)C)c(O)c1
-6.3 | O=C(OCc1cc(-c2cc3ccccc3o2)on1)C1CCCCC1
-2.9 | O=C(NCCN1C(=O)SC(=Cc2ccc3c(c2)OCO3)C1=O)c1ccccc1O

# The closing 4 records of the part before lead into the next.
mcGAS RapidFire | molecule
30.1 | Cc1ccc(-c2csc3nc[nH]c(=S)c23)cc1
-7.8 | COc1ccc(C(=O)OCC(=O)C(C)(C)C)c(O)c1
-6.3 | O=C(OCc1cc(-c2cc3ccccc3o2)on1)C1CCCCC1
-2.9 | O=C(NCCN1C(=O)SC(=Cc2ccc3c(c2)OCO3)C1=O)c1ccccc1O
8.1 | CCC(NNC(=O)c1ccc(C)cc1)C(=O)Nc1cc(C)on1 (configuration not stated)
-9.3 | Cc1ccccc1CN1CCN(CC(=O)N2CCNC2=O)CC1
8.4 | NC(=O)CSc1ccccc1NC(=O)CN1CCCCCC1=O
-9.9 | Cc1nc(CN2CCCC2=NC#N)n(-c2ccccc2)n1
-5.8 | Clc1ccc(-c2csc3c4ncnc-4ncn23)cc1
-3.1 | C/C(=C/C(=O)NCC(=O)NC1CCS(=O)(=O)C1)c1ccccc1 (configuration not stated)
5.3 | NCCNc1c(Cl)c(Cl)c(Cl)c(Cl)c1Cl
-6.9&3.4&9.6 | Fc1ccc([C@@H]2CCNC[C@H]2COc2ccc3c(c2)OCO3)cc1
-6.7 | COCCCNC(=O)CN(C)c1nc(C)nc(C)c1C
0.1 | Cc1cc(=O)[nH]c(-n2nc(C)c(CCC(=O)NCc3ccccc3Cl)c2C)n1
-4.5 | CCCS(=O)(=O)NC(=O)c1ncoc1-c1ccc(C)cc1
20.3 | Cc1ccc(N2CC(=N)C(n3cc[n+](C)c3)C2=O)cc1 (configuration not stated)
-1.2 | CCc1ccc(C2CC(=O)Oc3c2c(=O)n(C)c2ccccc32)s1 (configuration not stated)
8.6 | COc1ccc(-n2cccc2CN2CCC(N3CCC(O)CC3)CC2)cc1
6.0 | COc1cc(C(=O)NCc2ccnc3ccccc23)ccc1OC1CCN(C(C)=O)CC1
-0.4 | FC(F)(F)c1cccc(OCCCCn2cnc3ccccc32)c1
-7.9 | O=C(COC(=O)C12CC3CC(CC(O)(C3)C1)C2)NCCN1C(=O)CSC1=O
1.5 | c1ccc(-c2cnn(CCOCC3CCCO3)c2)cc1 (configuration not stated)
-5.0 | O=C(C1CCN(C2CCN(Cc3nc(-c4ccccc4)cs3)CC2)CC1)N1CCCC1
-11.2 | CCO[C@H]1COC[C@@H]1NC(=O)c1cc2ccccc2oc1=O
-7.9 | Nc1nc(Cl)nc2c1ncn2[C@@H]1O[C@H](CO)[C@@H](O)[C@H]1O
0.4 | Cc1c(F)ccc2sc(NC(=O)N(C)CCc3ccccn3)nc12
-20.3 | CNC(=S)NN1C(C)CCCC1C (configuration not stated)
-7.1 | CC(C)C(=O)N1CCN(c2ccc(Nc3ccncc3)nn2)CC1
-8.7 | CCCCn1cnc2c1c(=O)n(CC(=O)NC(C)CC)c(=O)n2CCC (configuration not stated)
0.8 | CON(C)C(=O)C1(c2ccc(Br)cc2)CCOCC1
-17.2 | COc1cccc2c1OCC(C(=O)NCc1cnc(C)cn1)C2 (configuration not stated)
-5.2 | Cc1nn(CC(=O)N2CCOCC2)c(=O)c2c1cnn2-c1ccccc1
16.3 | O=C(CSc1nnc(C2CC2)n1Cc1ccco1)c1ccc(Cl)c(Cl)c1
-2.8 | CCCc1cnc(C)nc1N1CCC(F)(F)CC1
-6.3 | COc1ccc(Cl)cc1C(=O)Nc1cccc(Cl)c1S(C)=O (configuration not stated)
-5.8 | Cc1cc(NC2CCN(c3ccccn3)CC2)nc(C(C)C)n1
1.1 | CC1(C(=O)O)CCN1C(=O)c1ccccc1F (configuration not stated)
-10.3 | O=C(CSc1nnc(-c2ccccc2)n1-c1ccccc1)N/N=C\c1ccccc1C(F)(F)F
-4.3 | Nc1cc(N)nc(SCC(=O)Nc2cccc(N3CCCC3=O)c2)n1
-11.3 | c1nc(NC2CCCC2)c2nc3n(c2n1)CCCCC3
-37.7 | CSc1ccc(NS(=O)(=O)c2cc(C(=O)O)sc2Br)cc1
9.1 | Cc1cc(C(=O)Nc2ccc(Cl)c(S(=O)(=O)N(C)C)c2)c2ccccc2n1
-5.9 | CCCc1cnc(C)nc1N1CCOCC(CN(C)C)C1 (configuration not stated)
1.7 | Cc1ccccc1-c1ncc(CN2CCn3cncc3C2)s1
-4.9 | COCCN(Cc1cccnc1)c1nc(N(C)C)cc(C(F)(F)F)n1
1.0 | Cc1ccc(C(=O)NCc2ccc(N3CCCC3=O)cc2)cc1S(=O)(=O)N1CCCCC1

# Source: PubChem
